OXTR potentiate = potentiators of human oxytocin receptor; activation, % at 3 µM; hit rate 0.061% among 320,000; CHO-OTR cells, Fluo-8 calcium fluorescence, potentiator mode; 0% = oxytocin EC15, 100% = EC100; P30559; AID 2445;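 active = activation above that plate's cutoff, the mean activation of tested compounds plus 3 SD, cut at about 6.6% in these data, passing the limit was not always enough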;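 note: 100% uses oxytocin at 75 nM as the full agonist control; some results filed as inactive read as strong as hits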
Target sequence (P30559 whole entry, looked up): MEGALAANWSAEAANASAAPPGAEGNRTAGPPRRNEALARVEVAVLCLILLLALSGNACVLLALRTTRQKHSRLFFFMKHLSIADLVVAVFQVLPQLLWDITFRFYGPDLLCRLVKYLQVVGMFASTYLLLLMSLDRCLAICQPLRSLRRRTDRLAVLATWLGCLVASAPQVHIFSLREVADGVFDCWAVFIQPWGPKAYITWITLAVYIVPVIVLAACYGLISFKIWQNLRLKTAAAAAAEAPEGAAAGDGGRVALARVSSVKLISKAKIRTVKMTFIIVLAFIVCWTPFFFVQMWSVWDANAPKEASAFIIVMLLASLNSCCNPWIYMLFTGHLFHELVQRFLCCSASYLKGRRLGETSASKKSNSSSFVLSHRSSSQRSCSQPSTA
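test system = CHO-OTR cells, human receptor | compound = single-point 3.0 µM | schedule = 6 min compound pre-incubation at room temperature, 100 s kinetic read | signal = Fluo-8 no-wash calcium dye fluorescence, excitation 470-495 nm, emission 515-575 nm | repeats = single well per compound, singlicate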
CHO-K1 Ca ag = counter-screen for M1 agonists: effect in parental CHO-K1 cells. Fluo-8 calcium fluorescence; scaled to maximal ATP response, vehicle zero. AID 602248. activation, % at 3 µM. hit rate 0.48% among 360,000; in the data active = activation above about 15%;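 note: untransfected CHO-K1 host cells lacking M1 receptor as counterscreen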
M1 ag = activates human CHRM1 receptor; P11229; hit rate 0.33% among 360,000; activation, % at 3 µM; CHO-K1 hM1, Fluo-8 calcium fluorescence, agonist mode; 0% DMSO, 100% acetylcholine EC100;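 active = activation above the run's mean compound activation plus 3 SD, cut at about 16% in these data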;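 note: peak over basal fluorescence ratio within a 140 s kinetic read after compound addition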
Target sequence (P11229 whole entry, looked up): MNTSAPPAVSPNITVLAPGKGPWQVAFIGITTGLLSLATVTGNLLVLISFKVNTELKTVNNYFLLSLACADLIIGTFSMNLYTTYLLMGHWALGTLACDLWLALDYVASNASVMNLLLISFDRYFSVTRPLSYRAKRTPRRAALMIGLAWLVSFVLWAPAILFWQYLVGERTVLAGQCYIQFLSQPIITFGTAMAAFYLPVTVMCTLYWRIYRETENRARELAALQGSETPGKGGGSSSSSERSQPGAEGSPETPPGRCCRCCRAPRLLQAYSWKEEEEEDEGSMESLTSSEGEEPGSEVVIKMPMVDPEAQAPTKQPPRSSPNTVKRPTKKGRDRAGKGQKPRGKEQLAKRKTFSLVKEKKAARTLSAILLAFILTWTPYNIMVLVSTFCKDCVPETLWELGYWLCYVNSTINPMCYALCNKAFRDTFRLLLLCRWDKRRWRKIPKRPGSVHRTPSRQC
CHO-K1 Ca antag = M1 antagonist counterscreen hit in parental CHO-K1 cells; AID 602250; hit rate 0.6% among 360,000; ATP-induced calcium, Fluo-8 fluorescence; inhibition, % at 3 µM;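 active = inhibition above a per-plate cutoff, the plate's mean sample inhibition plus 3 SD, cut at about 24% in these data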;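 note: 0% = DMSO plus EC80 ATP and 100% = DMSO alone without ATP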
CHO parental Ca = counter-screen: ATP calcium response change in parental CHO cells | parental CHO-K1, ATP-induced calcium, Fluo-8 fluorescence | inhibition, % at 5.6 µM | hit rate 0.63% among 330,000;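 active = inhibition above that plate's mean sample inhibition plus 3 SD, cut at about 26% in these data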;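 note: 0% = ATP-challenged DMSO wells and 100% = DMSO wells without ATP; some compounds past the cut are filed as inactive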
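Material – parental CHO cells · Reagent – ATP stimulus · Compound – single nominal dose of 5.6 µM per compound · Detection – Fluo-8 fluorescence · Read-out basis – percent inhibition of calcium signal · Controls – ATP-challenged DMSO wells low, unchallenged DMSO wells high · Repeats – no replicates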
CHRM4 agonist = CHRM4 agonism in calcium assay; P08173; CHO-K1 hM4/Gqi5, Fluo-8 calcium fluorescence; vehicle 0%, full acetylcholine response 100%; activation, % at 3 µM; hit rate 0.14% among 360,000; AID 624127;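 active = activation above the run mean over all test wells plus 3 SD, cut at about 32% in these data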;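 note: peak over basal fluorescence ratio per well then scaled between controls; 0% = DMSO wells and 100% = acetylcholine at EC100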
M1 antag = human CHRM1 antagonism; inhibition, % at 3 µM; hit rate 1.3% among 360,000; AID 588852; P11229; CHO-K1 hM1, Fluo-8 calcium fluorescence, ACh EC80 antagonist;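 active = percent inhibition above its own plate's cutoff, namely the mean of that plate's compound wells plus 3 SD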;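 note: peak over basal fluorescence ratio during 140 s after agonist addition; 0% = ACh EC80 plus DMSO and 100% = DMSO alone without agonist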
CHRM4 antagonist = blocks acetylcholine activation of human M4 receptor; P08173; CHO-hM4 cells, ACh EC80, Fluo-8 calcium fluorescence; inhibition, % at 3 µM; hit rate 0.73% among 360,000; AID 624125;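 active = inhibition above its plate's cutoff, the mean inhibition of sample wells plus 3 SD, cut at about 27% in these data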;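 note: 0% = acetylcholine EC80 with DMSO and 100% = DMSO without agonist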
CHRM1 PAM = human CHRM1 positive allosteric modulation | P11229 | hit rate 0.088% among 360,000 | activation, % at 3 µM | CHO-K1 hM1, Fluo-8 calcium fluorescence, ACh EC20; 0% = ACh EC20, 100% = maximal ACh; in the data active = activation above about 19%, passing the limit was not always enough
Starred values were filed as active, the others as inactive; x = no result given. An excerpt, so the mix of outcomes need not match the whole.

entry	mol	OXTR potentiate	CHO-K1 Ca ag	M1 ag	CHO-K1 Ca antag	CHO parental Ca	CHRM4 agonist	M1 antag	CHRM4 antagonist	CHRM1 PAM
1	COc1cc2c(cc1OC)-c1c(OC)c(OC)cc3c1[C@H](C2)N(C)CC3	-10	-0.3	-5	3	-10	0	-10	-10	5
2	CN(CCCCC(=O)/C=N/O)Cc1ccccc1 (tested in a mixture with another compound)	-3	2.2	-4	1	-14	0	-9	2	10
3	CCOC(=O)C1CCN(/C=C2/C(=O)NC(=O)N(Cc3ccco3)C2=O)CC1	-3	0.1	9	-12	-4	1	-3	-3	5
4	CCOC(=O)c1cc2ccccc2n1C1CCN(Cc2ccccc2)CC1	x	0.8	x	-14	x	-2	x	-9	x
5	Cn1c(O)c(C=NCCCN2CCCC2=O)c(=O)n(C)c1=O	4	0.4	-3	-10	-9	0	2	0	1
6	CN1CCN(c2ccc([N+](=O)[O-])c(Sc3ccccn3)c2)CC1	1	0.5	-9	2	-10	1	-38	-14	18
7	O=C(Cn1cnc2sc3c(c2c1=O)CCCC3)NCCCC(=O)N1CCC2(CC1)OCCO2	-2	-0.3	-2	-3	-12	0	-6	2	8
8	Cc1cc(/C=C2\C(=O)NC(=O)N(C)C2=O)c(C)n1-c1ccc2c(c1)OCO2	-14	0.6	-3	-8	-7	0	-7	5	8
9	CSc1ncc(CN2CCCC(C(=O)c3cccc(Cl)c3)C2)cn1 (configuration not stated)	-1	0.6	-7	6	2	2	7	1	-9
10	O=C1c2ccccc2-c2cccc3cccc1c23	x	2.4	-5	12	x	0	-21	-1	-1
11	Cn1c(C(=O)N2CCC(C(=O)N3CCC4(CC3)OCCO4)CC2)cc2sccc21	-3	2.2	-4	-21	-10	5	-32	-2	9
12	COc1ccc(NC2(C#N)CCCCC2)cc1	-3	0.1	-2	-3	-4	0	20	4	-3
13	Cc1nn(CC(C)C)c(Cl)c1C(=O)NC1CCC(C)CC1 (configuration not stated)	6	0.2	-5	0	-13	0	-8	2	5
14	CCCCn1c(O)c(C(C)=Nc2cccc(C(=O)O)c2)c(=O)[nH]c1=O	-2	0.9	-5	-12	-3	0	-9	-24	3
15	Cc1ccccc1-n1c(/C=C/c2ccccn2)nc2ccccc2c1=O	-9	2.9	-4	6	-21	7	-11	-2	4
16	COc1cccc(C(c2nnnn2Cc2ccccc2)N2CCC3(CC2)C(=O)NCN3c2ccccc2)c1OC (configuration not stated)	x	5.0	7	-6	x	20	-8	16	-1
17	COc1ccc(CCn2c(O)c(C=NCc3cccnc3)c(=O)[nH]c2=O)cc1OC	4	-0.1	-3	-10	-6	1	-17	-5	6
18	COc1ccc(/C=C2/C(=O)NC(=S)N(C3CC3)C2=O)cc1CN1C(=O)c2ccccc2C1=O	-3	0.4	-8	-9	-14	1	3	-5	-2
19	O=P(Nc1ccccc1)(Oc1ccccc1)Oc1ccccc1	-8	7.0	-3	-3	-8	14	37*	25	-17
20	COC(=O)C1=C(c2ccc(OCc3ccccc3)cc2)C[C@@H]2CC[C@H]1N2C(=O)NCc1cccc(F)c1	x	1.4	-2	1	x	3	-6	2	4
21	O=C(Nc1cccc2ccccc12)N1Cc2ccccc2-n2nncc2C1	x	0.1	-1	-5	x	1	-22	-6	13
22	CCOC(=O)c1c(N)n(CCN2CCCCC2)c2nc3ccccc3nc12	-6	0.2	-11	-7	-12	1	-11	2	-3
23	COc1ccc(C(=O)CC2(CC(=O)c3ccc(OC)cc3)C(=O)N(C)C(=O)N(C)C2=O)cc1	-11	4.5	6	1	5	0	-17	6	5
24	CCCCCCCCCCCCCCCC[N+](C)(C)C	-9	0.5	-5	5	14	1	34	30*	-23
25	CC1(C)CC(=O)C(C2(O)C(=O)NC(=O)NC2=O)=C(O)C1	-2	0.2	-3	-24	-1	1	-5	-8	3
26	CCCCn1c(O)c(/C=C/C=Nc2ccccc2)c(=O)[nH]c1=O	-10	2.0	0	13	-4	2	6	5	-1
27	COC(=O)CC(NC(=S)N1CC2C[C@@H](C1)Cn1c2cccc1=O)C(=O)OC (some centres not stated)	-3	1.0	0	-16	-1	1	-6	-8	2
28	Fc1ccc(C2=CCN(C(c3ccc(Cl)cc3)c3nnnn3Cc3ccccc3)CC2)cc1 (configuration not stated)	-8	1.1	-12	-12	-26	19	0	-7	-5
29	O=C1OC(c2ccc(Cl)cc2)=N/C1=C\N1CC2CC(C1)c1cccc(=O)n1C2 (configuration not stated)	-1	-0.2	-8	-17	-13	1	-17	-5	18
30	COC(=O)C1=C(c2cccc(C#N)c2)C[C@@H]2CC[C@H]1N2C(=O)NCc1ccc(F)cc1	1	0.9	-9	-12	-10	0	4	6	-4

Four entries from above, field by field:
10. O=C1c2ccccc2-c2cccc3cccc1c23
  OXTR potentiate = x
  CHO-K1 Ca ag = 2.4
  M1 ag = -5
  CHO-K1 Ca antag = 12
  CHO parental Ca = x
  CHRM4 agonist = 0
  M1 antag = -21
  CHRM4 antagonist = -1
  CHRM1 PAM = -1
5. Cn1c(O)c(C=NCCCN2CCCC2=O)c(=O)n(C)c1=O
  OXTR potentiate = 4
  CHO-K1 Ca ag = 0.4
  M1 ag = -3
  CHO-K1 Ca antag = -10
  CHO parental Ca = -9
  CHRM4 agonist = 0
  M1 antag = 2
  CHRM4 antagonist = 0
  CHRM1 PAM = 1
18. COc1ccc(/C=C2/C(=O)NC(=S)N(C3CC3)C2=O)cc1CN1C(=O)c2ccccc2C1=O
  OXTR potentiate = -3
  CHO-K1 Ca ag = 0.4
  M1 ag = -8
  CHO-K1 Ca antag = -9
  CHO parental Ca = -14
  CHRM4 agonist = 1
  M1 antag = 3
  CHRM4 antagonist = -5
  CHRM1 PAM = -2
9. CSc1ncc(CN2CCCC(C(=O)c3cccc(Cl)c3)C2)cn1 (configuration not stated)
  OXTR potentiate = -1
  CHO-K1 Ca ag = 0.6
  M1 ag = -7
  CHO-K1 Ca antag = 6
  CHO parental Ca = 2
  CHRM4 agonist = 2
  M1 antag = 7
  CHRM4 antagonist = 1
  CHRM1 PAM = -9

Shown field by field: part of the list above
23. COc1ccc(C(=O)CC2(CC(=O)c3ccc(OC)cc3)C(=O)N(C)C(=O)N(C)C2=O)cc1
- OXTR potentiate: -11
- CHO-K1 Ca ag: 4.5
- M1 ag: 6
- CHO-K1 Ca antag: 1
- CHO parental Ca: 5
- CHRM4 agonist: 0
- M1 antag: -17
- CHRM4 antagonist: 6
- CHRM1 PAM: 5
24. CCCCCCCCCCCCCCCC[N+](C)(C)C
- OXTR potentiate: -9
- CHO-K1 Ca ag: 0.5
- M1 ag: -5
- CHO-K1 Ca antag: 5
- CHO parental Ca: 14
- CHRM4 agonist: 1
- M1 antag: 34
- CHRM4 antagonist: 30*
- CHRM1 PAM: -23

Following part
entry	mol	OXTR potentiate	CHO-K1 Ca ag	M1 ag	CHO-K1 Ca antag	CHO parental Ca	CHRM4 agonist	M1 antag	CHRM4 antagonist	CHRM1 PAM
31	O=C(Nc1cc(Cl)cc(Cl)c1)N1Cc2ccccc2-n2nncc2C1	x	0.7	-3	-5	x	3	-14	-8	2
32	O=C(O)[C@@H]1C[C@H]1[C@@H](NP(=O)(c1ccccc1)c1ccccc1)c1ccccc1	0	12	-3	10	-11	1	5	-1	3
33	O=c1[nH]c(=O)n(-c2ccc(F)cc2)c(O)c1C=Nc1ccccc1N1CCCC1	-13	0.2	-3	-11	19	1	-25	-3	3
34	O=C(Cc1ccccc1)N1CCN(Cc2ccc(Cl)cc2)CC1	x	2.3	-4	-1	x	2	-22	-8	14
35	O=C(O)c1nn(Cc2ccc(Cl)cc2Cl)c2ccccc12	0	0.3	-2	-1	-15	-1	-33	3	10
36	CC[C@H]1CN(C)CCc2c([nH]c3ccccc23)C(=O)C[C@@H]1/C(=C\OC)C(=O)OC	-4	0.2	-4	0	-5	1	-15	-6	3
37	CCCC12CN3CN(C1)CC(CCC)(C3)C2O (configuration not stated)	-10	0.4	-2	-10	2	0	-32	4	7
38	O=c1c2ccccc2nc(/C=C/c2ccccc2F)n1-c1ccccc1O	-17	2.3	2	12	-11	13	1	-3	0
39	CCC(C)C12CN3CCN(CC(C)(C3)C1=O)C2 (configuration not stated)	3	0.1	-5	-16	-9	0	-8	-1	5
40	COc1ccccc1N1CCN(Cc2ccc3c(c2)OCO3)CC1	-7	0.6	-8	-2	-24	1	-13	1	9
41	CCCCn1c(O)c(C(CC)=NCc2cccnc2)c(=O)[nH]c1=O	-6	1.4	-1	-14	-9	1	-2	-7	8
42	O=C1NC(=O)C2(Cc3ccccc3N3CCOCC32)C(=O)N1c1ccccc1 (configuration not stated)	0	0.4	-5	-9	-15	0	-13	5	3
43	N#CC(C#N)=Cc1ccc(N2CCCC2)cc1	-27	9.7	2	1	16	10	4	7	0
44	Oc1ccccc1-[n+]1c(-c2ccccc2)cc(-c2ccccc2)cc1-c1ccccc1	-1	0.5	-8	-7	-8	3	30	28*	-22
45	C[n+]1ccc(-c2ccncc2)cc1	0	-0.3	-5	-4	-1	1	1	5	3
46	CC1CC(OC(=O)c2ccccc2)CC(C)N1C (configuration not stated)	5	0.2	-11	-4	13	0	42*	30*	-26
47	CCC(=O)c1c(O)n(C2CCCCCC2)c(=O)[nH]c1=O	-5	-0.2	-3	28*	-10	0	-1	20	1
48	CC1(C)CC[C@]2(C)CC[C@]3(C)C4C[C@@H]5OO[C@@]6(O5)C(CCCC6(C)C)[C@]4(C)CC[C@@]3(C)C2C1 (some centres not stated)	8	0.0	0	-10	-16	0	-15	-17	5
49	O=c1ccc2c(O)c3ccoc3cc2o1	-4	1.1	-3	-1	1	2	3	-6	-4
50	O=C1NCN(c2ccccc2)C12CCN(C(CCc1ccccc1)c1nnnn1Cc1ccccc1)CC2 (configuration not stated)	x	0.1	-2	-2	x	0	-13	1	0
51	CCCC(=O)c1cc(CP(=O)(OCC)OCC)oc1C	-7	0.0	-3	2	-9	0	-7	5	7
52	COC(=O)C1=C(c2ccc(Cl)c(C(F)(F)F)c2)C[C@@H]2CC[C@H]1N2C(=O)N1CCOCC1	-4	-0.6	-5	-10	-34	1	-1	1	-1
53	CCOc1ccc(N2C(=O)/C(=C/c3ccc(C)o3)C(=O)NC2=S)cc1	-12	1.0	-5	-10	9	1	-10	7	7
54	CCN1CCN(c2cn[nH]c(=O)c2Cl)CC1	-15	0.2	-13	-12	7	1	-11	3	16
55	CC(=O)O[C@H]1CCC2C3CCC4=CC(=O)CCC4=C3C=C[C@@]21C (some centres not stated)	-16	8.7	-1	-10	-3	9	-13	-2	10
56	Cc1cc(C)c(C)c(C(O)(C(=O)O)c2ccccc2)c1 (configuration not stated)	x	0.5	-1	-6	x	0	-16	-3	10
57	CCCCCCOc1ccc(CN2CCN(CC)CC2)cc1	-1	3.8	-11	-9	-16	4	22	3	-23
58	CN(C)C(=O)Oc1ccc(OCc2cccc[n+]2C)cc1	-1	-0.3	-11	-3	2	1	-2	-27	-11
59	Cc1ccc(S(=O)(=O)N2Cc3cc(N4CCOCC4)ccc3-n3nncc3C2)cc1	x	0.6	-5	0	x	0	-13	-4	11

High-throughput results deposited in PubChem by The Scripps Research Institute Molecular Screening Center.
